# RAD54 branch = RAD54 (human) branch migration inhibition; actives 0.14% (n = 360,000); inhibition, % at 10.4 µM; RAD54 Holliday junction branch migration, FAM/BHQ fluorescence; Q92698;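 active means mean normalized replicate activity at least 40 and at least half of replicates scoring 40 or more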;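 further: 0% = median of neutral control wells and 100% = median of positive control wells; inhibitors cause a drop in the FAM fluorescence signal; in these data hits start at about 50%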
# Target sequence (Q92698 whole entry, looked up): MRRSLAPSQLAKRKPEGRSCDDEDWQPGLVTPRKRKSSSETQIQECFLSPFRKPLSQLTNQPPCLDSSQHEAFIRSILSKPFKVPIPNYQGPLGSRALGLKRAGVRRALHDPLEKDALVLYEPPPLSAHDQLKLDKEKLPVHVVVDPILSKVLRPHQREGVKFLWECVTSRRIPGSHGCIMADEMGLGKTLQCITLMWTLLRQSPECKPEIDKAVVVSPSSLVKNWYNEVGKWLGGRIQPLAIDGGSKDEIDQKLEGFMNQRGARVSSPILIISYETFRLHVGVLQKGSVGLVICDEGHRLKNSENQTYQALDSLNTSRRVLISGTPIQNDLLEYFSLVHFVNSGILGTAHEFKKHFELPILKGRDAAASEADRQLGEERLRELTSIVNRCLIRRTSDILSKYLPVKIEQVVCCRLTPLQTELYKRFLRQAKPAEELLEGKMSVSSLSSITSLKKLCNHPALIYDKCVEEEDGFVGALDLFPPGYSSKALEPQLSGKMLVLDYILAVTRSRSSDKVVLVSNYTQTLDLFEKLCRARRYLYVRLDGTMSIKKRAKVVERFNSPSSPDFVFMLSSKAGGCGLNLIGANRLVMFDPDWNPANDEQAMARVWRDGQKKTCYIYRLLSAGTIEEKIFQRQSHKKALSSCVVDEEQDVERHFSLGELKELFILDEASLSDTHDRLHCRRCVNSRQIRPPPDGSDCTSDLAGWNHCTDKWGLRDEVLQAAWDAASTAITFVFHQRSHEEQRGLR
# * = called active by the depositor.
SMILES,RAD54 branch
CCCCNC(=O)Nc1ccnn1C1CCCCC1,7.6
c1ccc(CSc2nnc(-c3ccccn3)n2-c2ccccc2)cc1,1.8
CSc1nc(-c2ccco2)nn1S(C)(=O)=O,-3.4
Cc1cccc(-n2c(O)c(C=NC3CCS(=O)(=O)C3)c3ccccc3c2=O)c1 (configuration not stated),-12.0
CCOC(=O)N1CCC(n2c(SCC(=O)NCCC3=CCCCC3)nc3ccccc3c2=O)CC1,-6.0
CCOC(=O)c1[nH]c(Cc2[nH]c(C(=O)OCC)c(C)c2CCC(=O)OC)c(CCC(=O)OC)c1C,-0.5
COc1cccc(C(=O)NC2CCSC2=O)c1 (configuration not stated),9.2
CN(C(=O)c1ccccn1)c1nnc(-c2cnccn2)s1,5.0
CCn1c(SCC(=O)NCC(=O)Nc2ccc(F)cc2)nnc1-c1cccs1,-4.6
COC(=O)COC(=O)c1ccc(-n2nnnc2SC)cc1,2.1
CCN(CC)CCNC(=O)NC1CCCCC1,-3.2
Cn1nc(OC(=O)Nc2cccc(Cl)c2)cc1C(F)(F)F,3.9
COc1cccc(-c2nc3c(c(SCC(=O)N4CCOCC4)n2)Cc2c(CO)cnc(C)c2O3)c1,10.0
c1coc(CNCc2cccs2)c1,-18.9
CC(=O)c1cc2c(cc1NC(=O)c1c(-c3ccccc3)noc1C)OCO2,-21.0
O=C1c2ccccc2C(=O)N1Cc1ccco1,-6.0
CSc1ccc(-c2c(C#N)c(N)nc3c2CCCC3)cc1,-9.7
COc1ccc(OC)c(NC(=O)C2CCN(c3nc(C)cc(C)n3)CC2)c1,-2.4
Cc1c(C)c2cccnc2c2ncccc12,37.2
COc1cc(C(=O)O/N=C2/C=CC(=O)C(C)=C2C)cc(OC)c1OC,-17.8
COc1ccc(C(=O)C[n+]2ccc3c(c2)nc(-c2ccc(OC)cc2OC)n3C)cc1,11.0
O=C1NC(=O)C(CC(=O)N(c2ccccc2)C2(C(=O)NC3CCCC3)CCCCC2)N1 (configuration not stated),-10.6
O=C(C#Cc1ccccc1)c1ccc([N+](=O)[O-])cc1,-2.4
CC1(C)CC(=O)C2=C(C1)OC(N)=C(C#N)C2C#Cc1ccccc1 (configuration not stated),-44.4
c1ccc(CNc2c3c(nc4ncnn24)CCCC3)nc1,7.4
COc1ccc(N(CC(=O)Nc2cc(C)on2)S(=O)(=O)c2cc(C)ccc2C)cc1,9.7
O=S(=O)(c1ccc2oc3ccc(S(=O)(=O)N4CCCCC4)cc3c2c1)N1CCCCC1,9.8
CCCCn1c(=NC(=O)c2ccc3c(c2)OCO3)c(C#N)cc2c(=O)n3cccc(C)c3nc21,-5.1
CC(C)(C)NS(=O)(=O)CC12CCC(CC1=O)C2(C)C (configuration not stated),0.4
Cc1cccc(NC(=O)N2CCC(c3nc4ccccc4o3)CC2)c1,0.6
CC(=O)Nc1cccc(Oc2ccc3c(c2)C(=O)N(CCC(=O)O)C3=O)c1,-6.8
CCC(=O)N=C1SC2CS(=O)(=O)CC2N1c1cccc(OC)c1 (configuration not stated),-3.7
CCOc1ccc(N(CC(N)=O)S(=O)(=O)c2ccc(F)cc2)cc1,3.6
O=S(=O)(NCCSc1nc2ccccc2o1)c1ccccc1,-0.4
O=C(CN1CCCC1)N1c2ccccc2Sc2ccc(C(F)(F)F)cc21,9.8
Cc1ccc(N(C(C)C(=O)Nc2ccccc2C(=O)N2CCOCC2)S(C)(=O)=O)cc1C (configuration not stated),0.1
CCOC(=O)N1CCC(NC(=O)CSc2cc(=O)n(C)c3ccccc23)CC1,0.5
CCC(=O)Nc1nc(C)c(C(=O)NC2CCCCC2)s1,-9.1
CC1(c2ccc(Cl)cc2)NC(=O)N(CC(=O)NC(=O)NCc2ccco2)C1=O (configuration not stated),-5.1
CN(C)/C=N/C(=S)Nc1ccc(F)cc1,2.1

# Some of the entries above in a different format:
SMILES | RAD54 branch
O=C1NC(=O)C(CC(=O)N(c2ccccc2)C2(C(=O)NC3CCCC3)CCCCC2)N1 (configuration not stated) | -10.6
O=C(C#Cc1ccccc1)c1ccc([N+](=O)[O-])cc1 | -2.4
CC1(C)CC(=O)C2=C(C1)OC(N)=C(C#N)C2C#Cc1ccccc1 (configuration not stated) | -44.4
c1ccc(CNc2c3c(nc4ncnn24)CCCC3)nc1 | 7.4

# A different layout for some results above.
smiles | RAD54 branch
CC1(C)CC(=O)C2=C(C1)OC(N)=C(C#N)C2C#Cc1ccccc1 (configuration not stated) | -44.4
CCOC(=O)c1[nH]c(Cc2[nH]c(C(=O)OCC)c(C)c2CCC(=O)OC)c(CCC(=O)OC)c1C | -0.5
Cc1ccc(N(C(C)C(=O)Nc2ccccc2C(=O)N2CCOCC2)S(C)(=O)=O)cc1C (configuration not stated) | 0.1
CSc1nc(-c2ccco2)nn1S(C)(=O)=O | -3.4
O=S(=O)(NCCSc1nc2ccccc2o1)c1ccccc1 | -0.4
CCn1c(SCC(=O)NCC(=O)Nc2ccc(F)cc2)nnc1-c1cccs1 | -4.6

# The main list resumes, starting 2 compounds before the break.
SMILES,RAD54 branch
CC1(c2ccc(Cl)cc2)NC(=O)N(CC(=O)NC(=O)NCc2ccco2)C1=O (configuration not stated),-5.1
CN(C)/C=N/C(=S)Nc1ccc(F)cc1,2.1
CC(C)(C)C(=O)Oc1cc(N)n(S(=O)(=O)c2ccccc2)n1,7.5
COc1ccc(CCNC(=O)c2nnn(CC(=O)Nc3ccccc3C)c2N)cc1OC,-1.6
CCOc1ccc(/C=N/NC(=O)C(C)N(c2ccc(OC)cc2)S(C)(=O)=O)cc1 (configuration not stated),-2.3
CCn1c(NC(=O)c2ccccc2)c(-c2cccs2)c(=O)c2ccccc21,-7.7
Cc1ccc(NC(=O)CSc2nnc(-c3ccc(S(=O)(=O)N4CCOCC4)cc3)n2C)cc1,-4.3
O=S(=O)(c1ccccc1)n1nc(-c2ccccc2)nc1NCc1ccco1,-4.0
COc1ccc(OC)c(NC(=O)C(=O)/C=C(\O)c2cc(OC)ccc2OC)c1,-18.9
CCCOc1ccc(N2C(=O)CC(N3CCN(S(=O)(=O)c4ccccc4)CC3)C2=O)cc1 (configuration not stated),14.1
COc1ccc(NC(=O)COC(=O)[C@@H]2CCCN2C(=O)c2cccs2)c(OC)c1,2.0
Fc1ccc2[nH]c3c(N4CCSCC4)ncnc3c2c1,6.1
NNC(=O)COc1ncn(-c2ccccc2)n1,13.2
NC(=O)N1OCC2COc3ccc4ccccc4c3C21 (configuration not stated),-9.7
COc1ccc(-c2noc(CCN3C(=O)c4ccccc4C3=O)n2)cc1OC,6.7
COc1ccc(C(=O)Nc2ccc(Cl)cc2C(=O)NCCO)cc1,5.5
CC(=O)Nc1cccc(-c2nnc(SCC(=O)N3CCCCC3)n2C)c1,-5.4
CCC(=O)Nc1cccc(NC(=O)c2ccc3c(c2)OCCO3)c1,0.3
O=C(CCN1C(=O)CSC1=O)Nc1ccccc1,-10.0
CCOc1nnc(C)c2c(C)n(-c3cccc(OC)c3)nc12,-12.6
Cc1cc(-c2nnc3n2N=C(C(C)(C)C)CS3)n[nH]1,7.4
COc1cc(NS(=O)(=O)c2ccccc2)ccc1-n1nc(C)cc1C,-1.6
Cc1ccc2cc3cc(C(=O)NCc4ccc5c(c4)OCO5)oc3nc2c1,-3.8
CCCNC(=O)N1CCC(C(=O)c2ccc(Cl)cc2)CC1,5.2
Cc1sc2nc(SCC(=O)N(C)C)[nH]c(=O)c2c1C,-5.8
COc1nc(OCCNC(=O)Nc2ccccc2)nc(N(C)C)n1,2.0
Cc1ccc(S(=O)(=O)CC(O)CN2CCCC2=O)cc1 (configuration not stated),-1.5
Cc1nc2ccc(S(=O)(=O)NC(CC(C)C)C(=O)O)cc2s1 (configuration not stated),1.0
CN(CC(=O)Nc1ccc(C#N)cc1)Cc1ccc(Cl)cc1Cl,2.9
CC(c1ccco1)N(Cc1ccco1)C(=O)Nc1ccccc1 (configuration not stated),1.5
COc1ccccc1CNC(=O)CCS(=O)(=O)c1ccc2c(c1)CCCN2C(C)=O,-1.6
COc1ccc(-c2cc3nc(C)cc(N4CC(C)CC(C)C4)n3n2)cc1 (configuration not stated),-1.4
CC(NC(=O)NC12CC3CC(CC(C3)C1)C2)C1CCCO1 (configuration not stated),-1.5
O=c1cc(NCCCO)c2ccccc2o1,-1.5
CC(=O)Nc1nc2ccccc2n1CCOc1ccccc1Cl,-26.0
COc1ccc(F)cc1S(=O)(=O)Nc1ccc2c(c1)OCO2,-7.1
Fc1cccc(CSc2ncnc3c2oc2ccccc23)c1,7.7
Brc1cccc(-c2nnc(SCc3nc4ccccc4[nH]3)o2)c1,-4.5
CCn1c(SCc2nc(-c3cccs3)no2)nnc1-c1c[nH]c2ccccc12,-1.9
CCOC(=O)C1C(=O)C=C(c2ccc(OC)cc2)CC1c1ccco1 (configuration not stated),-7.3
Cc1noc(C)c1S(=O)(=O)N1CCC2(CC1)OCCO2,0.3
C=C(Cl)COc1ccc2c(CCC)cc(=O)oc2c1,11.2
Cc1ccc(N2CC(C(=O)NCc3cccs3)CC2=O)cc1C (configuration not stated),-7.6
Nc1ccccc1-c1nnc(-c2ccc(-c3ccccc3)cc2)o1,-1.3
Cc1nc2nc(CCc3ccccc3)nn2c(C)c1Cl,-15.7
COc1ccccc1Nc1nc(N(C)c2ccccc2)nc(N)c1[N+](=O)[O-],3.3
Cc1ccc(-n2cnnn2)c(S(=O)(=O)N2CCOCC2)c1,18.6
O=C(CN(c1ccc2c(c1)OCCO2)S(=O)(=O)c1ccccc1)NCc1ccco1,1.7
Cc1cccc(C)c1NC(=S)NN(Cc1ccccc1)c1ccccc1,-13.2
Cc1ccc2nsnc2c1S(=O)(=O)N1CCN(Cc2ccc3c(c2)OCO3)CC1,-7.0
COc1ccc(COC(=O)c2nc3nc(C)cc(C)n3n2)cc1F,-53.2
COC(=O)c1c(C(=O)OC)n(CCCN)c2ccc(C)cc12,-4.7
[O-]/[N+](=C/c1ccc(F)cc1)c1ccc(Cl)cc1,4.9
CCCn1c2ccccc2c2nc3ccccc3nc21,-2.8
CCCCC(c1nnnn1CC1CCCO1)N1CCN(c2cccc(C)c2C)CC1 (configuration not stated),-3.9
CCOc1cccc(C2C(C(=O)c3ccc(C)o3)=C(O)C(=O)N2c2nccs2)c1 (configuration not stated),-21.3
CCOC(=O)CC1C(=O)NCCN1S(=O)(=O)c1cc(Cl)c(Cl)cc1Cl (configuration not stated),-8.3
O=C(Cc1ccc(-c2ccccc2)cc1)N1CCOCC1,-3.5
Cc1c(C2OC(=O)C3(CCCCC3)C(=O)C2(C)C)c(=O)n(-c2ccccc2)n1C (configuration not stated),-0.7
CCOc1ccc(S(=O)(=O)NCc2cccs2)cc1,-8.6
C=CCOC(=O)Nc1ccc(Cl)cc1NC(=O)OCC=C,1.6
O=C(Nc1ccc2c(c1)OCO2)c1cnn2c(C(F)(F)F)cc(-c3ccco3)nc12,-8.8
# (further entries)
SMILES,RAD54 branch
Cc1cc2cc(C(c3nnnn3CC3CCCO3)N3CCCc4ccccc43)c(=O)[nH]c2cc1C (configuration not stated),-2.2
Cc1ccc(SCC(=O)NCC(C)C)cc1,-11.8
CSc1nc2nc(-c3ccccc3)cc(=O)n2[nH]1,3.3
O=C(NCCc1ccccc1)c1ccc2nc(-c3ccco3)c(-c3ccco3)nc2c1,-6.9
CC(C)CCNC(=O)CC1C(=O)N(Cc2ccccc2)C(C)c2nc3ccccc3n21 (configuration not stated),-12.9
Nc1cc(OC(=O)c2ccccc2Br)nn1S(=O)(=O)c1ccccc1,-1.3
Clc1cccc(-c2nc(-c3ccccn3)no2)c1,0.3
CCN=c1sc(C(=O)OC)cc(=O)n1CC,4.6
O=C(CCc1ccc(S(=O)(=O)N2CCOCC2)cc1)Nc1cc(Cl)ccc1N1CCOCC1,-7.5
O=C(Nc1ccc2snnc2c1)Nc1cccc2ccccc12,-4.4
C=CCNc1nc(NCC)nc(N2CCOCC2)n1,1.0
O=C(c1cn(-c2ccccc2)nc1-c1ccc(F)cc1)N1CCOCC1,-8.2
O=C(OCCN(CCOC(=O)c1ccncc1)S(=O)(=O)c1cccs1)c1ccncc1,2.4
CCCn1nc(C(=O)NCC(C)(C)N2CCOCC2)c2ccccc2c1=O,-1.2
O=C(c1c(Cl)nc2sccn12)N(C(=O)c1c(Cl)nc2sccn12)c1ccc(Cl)cn1,5.7
CCOC(=O)C1=C(C)N[C@@]2(O)c3ccccc3C(=O)[C@@]12O,-2.8
Cc1ccc(C)c(S(=O)(=O)N2C(=S)NC(=O)C2CC(C)C)c1 (configuration not stated),-16.0
CCC(c1nnnn1C1CCCC1)N1CCN(C(=O)c2ccco2)CC1 (configuration not stated),2.1
C/C(=N\NC(=O)c1ccccc1C)c1ccc(N2CCOCC2)cc1,1.8
Cc1sc2ncnc(Sc3nnnn3-c3ccc(Cl)cc3)c2c1C,-4.5
NC(=O)C1CCC(NC(=O)OCc2ccccc2)CC1 (configuration not stated),0.7
Clc1ccc(-c2nnc3ccccn23)cc1,7.6
COc1ccc(CCNC(=O)CC(c2ccccc2)c2cc(C)ccc2O)cc1OC (configuration not stated),-2.0
COc1ccc(-n2ncc3c(N4CCc5ccccc54)ncnc32)cc1,-8.0
Cc1nnc(N(Cc2ccco2)C(=O)c2ccno2)s1,-12.8
CC(C)[C@H](NC(=O)c1cccc(S(=O)(=O)N2CCCC2)c1)c1nc2ccccc2[nH]1,3.6
Cc1cc(NC(=O)c2cccc(S(=O)(=O)N(C)C)c2)n(-c2ccccn2)n1,-5.4
CCN(CC)S(=O)(=O)c1ccc2c(c1)nc(SCC(=O)N1CCCCCC1)n2-c1ccc(OC)cc1,3.9
COC(=O)c1cc(OC)c(OC)cc1NC(=O)CN1CCOCC1,5.3
Nc1ccc(Oc2ccc(Cl)cc2)cc1,11.3
COc1ccc(N=C2SC(CC(=O)Nc3ccc(OC)cc3OC)C(=O)N2C)cc1 (configuration not stated),4.9
C=CCc1cccc2cc(C(=O)NCc3ccc(C(=O)OCC)o3)c(=O)oc12,-24.4
Cc1cccc(NC(=O)CCc2ccc(C)o2)c1,-6.3
OCc1ccc(O)c2ncccc12,1.0
O=C(Nc1ccc(OC(F)(F)F)cc1)C1CCCN(S(=O)(=O)c2cnc[nH]2)C1 (configuration not stated),-11.1
Cc1ccc(Cn2c(=N)c(C(=O)NCc3ccco3)cc3c(=O)n4ccccc4nc32)cc1,7.4
COc1ccccc1-c1cc(C(F)(F)F)n2ncc(S(=O)(=O)c3ccccc3)c2n1,2.1
Cc1ccccc1CS(=O)(=O)CCC(=O)NCc1ccccn1,-0.8
CCCCn1c(SCC(=O)NCc2ccccc2)nc2ccc(N3CCOCC3)cc2c1=O,4.5

# An excerpt (hit frequency here may not be typical).
